Source: PubChem BioAssay
Shiga inhibitor – A qHTS for Small Molecule Inhibitors of Shiga Toxin | Vero cells, Shiga toxin protein synthesis inhibition reporter | inhibition, % at 38.7 µM | 9.2% of 290,000 active | AID 2315, 2010; in the data active means inhibition mostly above about 28%, no sharp cut-off; inactive means mostly below about 43%; further: 0% is about no effect
Cycloheximide cs – Cycloheximide Counterscreen for Small Molecule Inhibitors of Shiga Toxin; cell reporter, cycloheximide protein synthesis inhibition counterscreen; max response, %; 12% of 300,000 active; AID 2314, 2010; in the data active means max response mostly above about 13%, no sharp cut-off; inactive means mostly below about 14%; further: read at 38.3 µM for the half of the compounds with a filed dose; 0% is about no effect
Pf growth 48h – Primary qHTS for delayed death inhibitors of the malarial parasite plastid, 48 hour incubation. P. falciparum luciferase growth in erythrocytes, 48 h. Potency, µM (highest dose often 28.7 µM), without a hit: top-dose activity change, negative = inhibition, hits mostly inhibitors. 5.9% of 310,000 active; further: potency means the concentration at half of the fitted maximal effect; on the % scale 0 is the no-effect control and ±100 the full control effect
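First compound was added to culture medium, then infected red cells at 0.1% parasitemia and 2% hematocrit (final). After incubation at 37 C under 5% CO2, luciferase detection reagent was dispensed and light output recorded.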
HCV inhibitor – qHTS Assay for Inhibitors of Hepatitis C Virus (HCV) | Huh7.5.1 HCVcc-Cre infection, luciferase reporter, 44 h | Potency, µM (highest dose often 41.8 µM), for inactives: at the top dose activity change, negative = inhibition, hits mostly inhibitors | 3.4% of 340,000 active | AID 651820, 2012; further: potency means the concentration at half of the fitted maximal effect; on the % scale 0 is the no-effect control and ±100 the full control effect
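HCVcc-Cre virus at an moi near 0.5 was added right after compound to cells cultured 4 h from seeding (1,000 cells/well). Luciferase activity was determined 44 h later, 15 min after substrate addition at RT.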
Tb PYK inh – qHTS of Trypanosoma Brucei Inhibitors; TbPYK enzyme, Kinase-Glo Plus ATP luminescence, 45 min; Potency, µM (titrated, usually from 76.8 µM), inactives show top-dose activity, negative = inhibition, hits mostly inhibitors; 0.12% of 410,000 active; further: potency means the concentration at half of the fitted maximal effect; on the % scale 0 is the no-effect control and ±100 the full control effect; nearly all actives have a fitted effect of over 50% in size
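Assay buffer: 50 mM TEA pH 7.2, 100 mM KCl, 10 mM MgCl2, 0.05% BSA, 0.01% Tween-20. Pyruvate kinase from T. brucei plus substrate met compound, then ADP (130 uM final). Luminescence was read post 45 min RT.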
LmPK inh – qHTS Assay for Inhibitors of Leishmania Mexicana Pyruvate Kinase (LmPK); Q27686; purified LmPK, Kinase-Glo ATP luminescence, 1 h; Potency, µM (titrated, usually from 57.5 µM), for inactives: at the top dose activity change, negative = inhibition, most hits filed as inhibitors; 0.37% of 290,000 active; further: potency means the concentration at half of the fitted maximal effect; on the % scale 0 is the no-effect control and ±100 the full control effect
Target sequence (Q27686 whole entry, looked up): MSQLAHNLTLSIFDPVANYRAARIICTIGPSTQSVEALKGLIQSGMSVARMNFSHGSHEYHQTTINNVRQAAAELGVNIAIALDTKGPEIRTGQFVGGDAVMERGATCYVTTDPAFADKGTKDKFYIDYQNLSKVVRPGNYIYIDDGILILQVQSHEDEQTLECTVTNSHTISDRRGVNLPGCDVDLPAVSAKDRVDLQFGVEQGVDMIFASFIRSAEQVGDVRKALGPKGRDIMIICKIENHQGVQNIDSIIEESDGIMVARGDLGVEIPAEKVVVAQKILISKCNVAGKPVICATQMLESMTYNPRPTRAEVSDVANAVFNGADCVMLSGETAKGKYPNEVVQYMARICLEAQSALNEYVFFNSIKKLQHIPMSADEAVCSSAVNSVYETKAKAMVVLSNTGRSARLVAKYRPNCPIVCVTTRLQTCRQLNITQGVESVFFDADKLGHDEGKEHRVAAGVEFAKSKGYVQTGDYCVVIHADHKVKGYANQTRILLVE
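ATP generated from ADP (0.1 mM) and PEP (0.5 mM) by 0.1 nM LmPK over 1 h at room temperature (pH 7.2 imidazole buffer) was detected by coupled luciferase luminescence. Values were normalized to uninhibited and no-enzyme wells.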
Pf growth 96h – Primary qHTS for delayed death inhibitors of the malarial parasite plastid, 96 hour incubation | P. falciparum luciferase reporter growth, 96 h | Potency, µM (titrated, usually from 28.7 µM), for the others: at the highest dose activity change, negative = inhibition, most hits filed as inhibitors | 6.9% of 320,000 active | AID 504834, 2011; further: potency means the concentration at half of the fitted maximal effect; on the % scale 0 is the no-effect control and ±100 the full control effect
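Readout is luminescence from an integrated firefly luciferase in P. falciparum. Red cells, 2% hematocrit and 0.05% parasitemia final, were cultured with compound through two parasite generations (96 hours) at 37 C, 5% CO2.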
Numbers without * were called inactive; ? = inconclusive; . = no result given; & = joins results of further samples; [ ] = dose if it differs, or a comment. Unless noted, the call rests on the fitted dose curve; in most records, active means well fitted curve in the direction sought with a large enough effect; inconclusive means small, poorly fitted or top-dose-only effect, or another doubt; inactive means no such curve, though single readings can be large; an effect the other way counts as inactive or inconclusive.

SMILES | Shiga inhibitor | Cycloheximide cs | Pf growth 48h | HCV inhibitor | Tb PYK inh | LmPK inh | Pf growth 96h
CN(CCOc1ccccc1)Cc1nc2cc(Cl)ccc2c(=O)[nH]1 | 9 | 2 | -9% | 1% | -1% | 3% | ?
O=C(O)c1cccnc1NC1CCCC1 | -8 | -3 | . | -7% | 2% | 4% | -41%
O=C(NC1CCCCCCC1)c1cccc(S(=O)(=O)N2CCOCC2)c1 | . | . | -22% | -9% | 3% | . | -6%
CCC(C)NC(=O)[C@@H]1CSC2c3ccccc3C(=O)N21 (some centres not stated) | -12 | 1 | . | 20% | 2% | -9% | 20%
O=C(NCCN1CCCCC1)Nc1ccc(Br)cc1 | 22 | 3 | ? | ? | 1% | -1% | 2%
CCCn1c(CCC(=O)O)ccc1-c1ccc(F)cc1 | -9 | -2 | 12% | 5% | -6% | 2% | 9.3µM*
COc1ccc(C2Nc3cccc4cccc(c34)N2)cc1 | 37 | 8 | ? | -28% | -20% | -1% | 6%
Cc1cc(Cl)ccc1C(=O)C1CCCN(C(=O)/C=C/c2cnn(C)c2)C1 (configuration not stated) | -9 | 1 | 8% | 13% | 5% | 4% | 4.1µM*
O=C(Nc1ccc(Cl)cn1)Nc1ccccc1Cl | 9 | 6 | 22% | ? | 3% | -1% | 2%
O=C1NCCCC1C(=O)N1CCN(C(c2ccccc2)c2ccccc2)CC1 (configuration not stated) | 13 | 1 | ? | 15% | 4% | -3% | ?
Cc1c(-c2ccc(Cl)cc2)oc(=O)c2c(N)n(-c3ccccc3)nc12 | 17 | 24* | 20% | -13% | 4% | 2% | -6%
c1ccc(CCNc2nc3ccccc3n3nnnc23)cc1 | 21 | 5 | 14% | 20% | 2% | -3% | ?
CCN1/C(=C/c2ccc3cc(C)ccc3[n+]2CC)Sc2cc(C)ccc21 | -21 | 2 | ? | 2.5µM* | -12% | -5% | ?
O=C(O)COc1ccc(/C=N/Nc2nc(Nc3ccccc3)nc(N3CCCCC3)n2)cc1 | 6 | 13 | 0% | 23% | 2% | 0% | 463%[activator]
CCOc1cccc2c1OC1(C)CC2NC(=O)N1c1cccc(C(=O)N2CCN(c3ccccn3)CC2)c1 (configuration not stated) | -11 | 7 | -19% | 0% | 0% | -7% | ?
CCc1nn(CC(=O)NCCC2=CCCCC2)c(=O)c2cc3cc(F)ccc3n12 | -6 | 1 | 2% | ? | 2% | -1% | ?
Cc1nc2ccc(Br)cn2c(=O)c1Cl | -4 | -6 | ? | 0% | -4% | 1% | 17%
O=S(=O)(c1ccc(SCc2ccc(Br)cc2)nc1)N1CCOCC1 | . | . | ? | ? | -1% | . | -31%
CCCn1cnc2cc(NCc3ccc(Br)cc3)ccc21 | 64* | 29* | -62% | -8% | -21% | 5% | -2%
COc1ccc(CNC(=O)CSc2nnc3c(n2)[nH]c2ccc(OC)cc23)cc1 | 20 | -1 | 21% | -4% | 1% | -4% | 6%
Cc1ccc(NC(=S)/N=C(\N)Nc2nc(C)c3cc(C)c(C)cc3n2)cc1C | 2 | 2 | ? | ? | -5% | 0% | 10µM*
CCN1CCN(c2ncc3c(n2)CC(c2cc(OC)c(OC)c(OC)c2)CC3=O)CC1 (configuration not stated) | -14 | -2 | -5% | ? | -1% | 3% | .
CCn1nc(C(=O)Nc2ccc3nc(C)sc3c2)c2ccccc2c1=O | 30 | 19* | 8% | -5% | 2% | 3% | 8%
CCOC(=O)Cn1c(C)c(C#N)c2ccccc21 | -12 | -2 | -4% | -14% | 3% | 1% | ?
COc1ccc(C2CC(=O)Oc3c(C(CCN4CCOCC4)c4cc(OC)c(OC)c(OC)c4)c(OC)cc(OC)c32)cc1 (configuration not stated) | -1&-6 | 7&-3 | 9.3µM* | -9% | 4% | 9% | ?
Continued:
SMILES | Shiga inhibitor | Cycloheximide cs | Pf growth 48h | HCV inhibitor | Tb PYK inh | LmPK inh | Pf growth 96h
COC(=O)c1ccccc1NC(=O)c1ccccc1OC | 34 | -1 | 9% | 11µM* | -9% | 1% | 6%
Cc1ccc(NC(=O)CN(C)S(=O)(=O)c2cccc3nsnc23)cc1C | 33 | 11 | 7% | -9% | 3% | 5% | .
O=C(NCCCN1CCOCC1)c1cc2ccccc2o1 | -9 | -2 | 17% | 13% | -8% | 1% | .
CC1CCC2(CC1)NC(=O)N(CC(=O)NC(C)c1ccc(F)c(F)c1)C2=O (configuration not stated) | . | . | ? | 0% | 4% | . | -7%
O=C(Nc1ccccc1)NC1CCN(Cc2nnnn2C2CCCCC2)CC1 | 3 | -1 | ? | -2% | -4% | 2% | -12%
CCN(CC(=O)Nc1ccc(NC(C)=O)cc1)C(=O)c1cc(C)on1 | . | . | 0% | 11% | -1% | . | 7%
COc1ccc(NC(=O)CSc2ccc3nnc(-c4ccccn4)n3n2)cc1OC | -9 | -1 | ? | 11% | 6% | 10% | 3%
N=c1ccccn1Cc1ccccc1 | -14 | -2 | 38%[activator] | 11% | 1% | -14% | 46%
CC1(C)CC(=O)C2=C(C1)c1c(ccc3ccccc13)NC2c1ccc(OCC(=O)O)cc1 (configuration not stated) | -4 | 6 | 10µM* | 12% | 0% | 0% | -29%
CCOCCCNC(=S)Nc1cc(OCC)c(NC(=O)c2ccco2)cc1OCC | -10 | -1 | -32% | -17% | 2% | 3% | 45%[activator]
CC(/C=C1\SC(=S)N(C(C(=O)O)C(C)C)C1=O)=C\c1ccccc1 (configuration not stated) | 20 | 2 | -11% | 25% | -1% | 6% | .
O=C(O)/C(=C\c1cccc([N+](=O)[O-])c1)c1ccc(S(=O)(=O)N2CCCCC2)s1 | -2 | 8 | -7% | 8% | 3% | 9% | ?
CC(=O)c1ccc(NS(=O)(=O)c2ccc3c(c2)CCC(=O)N3)cc1 | . | . | -21% | 0% | -15% | . | ?
COc1cc(Cn2cnnn2)ccc1O | 2 | -4 | 7% | 19% | 7% | 1% | ?
Cc1cc(C)n2nc3nc(N4CCCC4)nc(-c4ccccc4)c3c2n1 | -6 | -4 | -18% | ? | -4% | -4% | ?
COc1ccc(N2C(=O)CC2(/C=C/c2ccccc2OC)C(=O)NC2CCCC2)cc1 (configuration not stated) | -2 | 3 | 12µM* | -24% | -6% | 5% | 27%
COc1cc(C2=NOC(C(=O)Nc3ccc4c(c3)OCO4)C2)cc(OC)c1OC (configuration not stated) | 25 | 18* | 2.9µM* | -14% | -24% | -12% | 13%
COC(=O)c1cn(-c2nc(C)c3c(n2)CCC3)nn1 | 36 | 16 | 17% | 9% | 2% | -3% | -37%[5.75 µM]
Cc1cc2c(cc1S(=O)(=O)NCCc1ccc(Cl)cc1)OCC(=O)N2 | -2 | -1 | 6% | -13% | 5% | 4% | ?
O=C(Nc1nc2ccc(S(=O)(=O)N3CCCC3)cc2s1)C1CCCO1 (configuration not stated) | -16 | 0 | ? | -21% | -13% | -11% | -6%
COc1cccc(OC)c1CN1CCCC(C(=O)c2cccc(Cl)c2)C1 (configuration not stated) | -4 | 1 | ? | -28% | 2% | 3% | ?
O=C(NC(=S)Nc1ccccn1)c1cccc([N+](=O)[O-])c1 | 76* | 43* | -15% | 8% | 0% | 1% | -17%
CS(=O)(=O)N(Cc1cccc(CN(C(C(=O)O)c2ccccc2)S(C)(=O)=O)c1)C(C(=O)O)c1ccccc1 (configuration not stated) | 8 | 4 | 16% | -6% | -15% | 4% | -8%
O=C1CCCC(O)=C1N=Nc1cccc(S(=O)(=O)N2CCOCC2)c1 | -2 | 2 | 18% | ? | -1% | 6% | 22%
Cc1ccc(-c2cn(-c3ccccc3F)c(=S)[nH]2)cc1 | 68* | 42* | ? | -6% | ? | -8% | 25%

Reformatted: results already given
Values in the order – Shiga inhibitor, Cycloheximide cs, Pf growth 48h, HCV inhibitor, Tb PYK inh, LmPK inh, Pf growth 96h
CC1(C)CC(=O)C2=C(C1)c1c(ccc3ccccc13)NC2c1ccc(OCC(=O)O)cc1 (configuration not stated)
    -4, 6, 10µM*, 12%, 0%, 0%, -29%
CCOCCCNC(=S)Nc1cc(OCC)c(NC(=O)c2ccco2)cc1OCC
    -10, -1, -32%, -17%, 2%, 3%, 45%[activator]
CC(/C=C1\SC(=S)N(C(C(=O)O)C(C)C)C1=O)=C\c1ccccc1 (configuration not stated)
    20, 2, -11%, 25%, -1%, 6%, .
O=C(O)/C(=C\c1cccc([N+](=O)[O-])c1)c1ccc(S(=O)(=O)N2CCCCC2)s1
    -2, 8, -7%, 8%, 3%, 9%, ?
CC(=O)c1ccc(NS(=O)(=O)c2ccc3c(c2)CCC(=O)N3)cc1
    ., ., -21%, 0%, -15%, ., ?
COc1cc(Cn2cnnn2)ccc1O
    2, -4, 7%, 19%, 7%, 1%, ?
Cc1cc(C)n2nc3nc(N4CCCC4)nc(-c4ccccc4)c3c2n1
    -6, -4, -18%, ?, -4%, -4%, ?

More results:
SMILES | Shiga inhibitor | Cycloheximide cs | Pf growth 48h | HCV inhibitor | Tb PYK inh | LmPK inh | Pf growth 96h
Cc1ccccc1CSc1nnc(-c2cccnc2)n1N | 48* | 16 | 11% | 14% | 2% | 2% | .
O=C(Nc1ccc(Cl)c(Cl)c1)Nc1ccccn1 | 66* | 46* | 119%[activator] | -19% | 2% | 2% | 19%
CCCCCn1c(=O)[nH]c2cc(C(=O)NCCCN3CCCCC3)ccc2c1=O | -11 | -1 | 9.3µM* | 10µM* | -5% | -2% | .
Cc1cc(N2C(=O)C(O)=C(C(=O)c3ccco3)C2c2cccnc2)no1 (configuration not stated) | -14 | -3 | 60%[activator] | . | . | 1% | -6%
COc1cccc(Nc2nnc(Cc3cccnc3)c3ccccc23)c1 | -1 | -4 | -22% | -6% | -3% | 12% | ?
CC(C)CN1CCNC(=O)C1CC(=O)NCCCN1CCCc2ccccc21 (configuration not stated) | -9 | 6 | -2% | -8% | -2% | 1% | ?
CCCCOC(=O)CCCc1ccc([N+](=O)[O-])cc1[N+](=O)[O-] | -5 | -1 | 29% | -25% | -6% | 1% | 6%
O=C(O)CSc1cnc2ccccc2n1 | -2 | 13 | . | 17% | 11% | -1% | -5%
CC1CCCCC1NC(=O)CSc1ccsc1[N+](=O)[O-] (configuration not stated) | 16 | 4 | ? | 35%[activator] | 6% | 2% | 51%[activator]
COc1ccc(CCNC(=O)C(C(=O)c2ccccc2)n2cc(Cl)ccc2=O)cc1OC (configuration not stated) | -18 | -4 | 1% | 9% | -6% | -2% | 43%[activator]
CC1CN(c2cc3nccnc3cc2F)CC(C)O1 (configuration not stated) | -1 | -1 | 3% | ? | -3% | -3% | 2%
COc1ccc(S(=O)(=O)Oc2cc(C(=S)N3CCOCC3)ccc2OC)cc1 | -6 | 1 | -16% | -15% | -12% | 0% | ?
CCCCNC(=O)C(=O)N/N=C/c1cccc(Br)c1 | 12 | 14 | 53%[activator] | 3% | -7% | 2% | 22%
S=C(NCCc1ccccc1)N1CCn2cccc2C1c1cccnc1 (configuration not stated) | 1 | 17 | 12µM* | ? | -6% | 2% | 10µM*
Cc1ccc(C2CC(=O)c3cnc(N4CCc5ccccc5C4)nc3C2)cc1 (configuration not stated) | 17 | 2 | ? | -23% | 2% | 0% | ?
Cc1cc(=O)[nH]c(SCC(=O)Nc2ccc(Br)cc2)c1C#N | 5 | 1 | . | -10% | -7% | -4% | 15µM*
